mABHD4 FP: ABHD4 (mouse) inhibition, primary FP screen | inhibition, % at 8.92 µM | hit rate 0.54% among 370,000 | Q8VD66 | purified mABHD4, FP-Rh probe fluorescence polarization | AID 720543;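 active means inhibition exceeding the mean over every tested compound plus 3 SD, cut at about 30% in these data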;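 further: 0% = plate median of compound wells and 100% = S159A mutant with DMSO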
Target sequence (Q8VD66 whole entry, looked up): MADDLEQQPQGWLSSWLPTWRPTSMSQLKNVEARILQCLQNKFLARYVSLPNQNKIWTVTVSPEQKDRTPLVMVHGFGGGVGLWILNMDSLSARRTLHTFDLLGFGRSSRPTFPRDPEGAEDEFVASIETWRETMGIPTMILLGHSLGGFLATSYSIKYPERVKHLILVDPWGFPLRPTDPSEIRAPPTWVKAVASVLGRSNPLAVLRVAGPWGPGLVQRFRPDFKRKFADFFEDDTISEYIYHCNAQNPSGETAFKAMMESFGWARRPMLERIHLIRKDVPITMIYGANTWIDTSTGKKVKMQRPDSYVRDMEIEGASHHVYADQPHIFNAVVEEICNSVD
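assay system = mABHD4 protein | compound dosing = single nominal dose of 8.92 µM, 0.89% DMSO final | read-out basis = percent inhibition of probe binding, normalized to plate controls | schedule = Enzyme–compound pre-incubation 45 min, then probe 60 min, both 25 °C | detection = fluorescence polarization, excitation 525 nm, emission 598 nm, BODIPY TMR filters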
rCAG RNA binder: molecules binding r(CAG) RNA repeats; r(CAG) RNA repeat, TO-PRO-1 dye displacement fluorescence; inhibition, % at 3 µM; hit rate 1.3% among 370,000; AID 651821;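 active means inhibition above the plate cutoff, the mean of all test compounds on that plate plus 3 SD, cut at about 35% in these data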;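 further: 0% = DMSO alone and 100% = 100 µM mitoxantrone as full dye displacement; higher means more dye released from RNA so lower well fluorescence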
SIAE primary: human SIAE inhibition, primary screen; Q9HAT2; SIAE FP-Rh probe binding, fluorescence polarization; inhibition, % at 9.66 µM; hit rate 0.69% among 370,000;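 active means inhibition above a cutoff: mean of compounds within the control limits plus 3 SD of those, cut at about 17% in these data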;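 further: 0% = plate median of compound wells and 100% = probe without SIAE protein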
TCR-CD3 inh: human TCR-CD3 binding inhibition; TAMRA-labeled TCR probe fluorescence, biochemical; inhibition, % at 9.4 µM; AID 651800; hit rate 0.37% among 360,000; in the data active means inhibition above about 19%;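 further: recombinant mutant TCR 2C K166C tagged with TAMRA read by polarization; 0% = receptor in buffer alone and 100% = receptor with positive control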
NPR2 activator: GC-B (human) receptor activation; activation, % at 10 µM; HEK293-GC-B cells, CNP EC30, cGMP TR-FRET; 0% at EC30 CNP, 100% saturating CNP; hit rate 0.11% among 370,000;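 active means activation at 10 µM reaching about 35% in either raw or pattern-adjusted values, limit read from the data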
HTRA1 inhibitor: blocks human HTRA1 serine peptidase; recombinant HTRA1, FP-rhodamine activity-based probe, fluorescence polarization; hit rate 0.5% among 340,000; Q92743; inhibition, % at 5.96 µM; AID 504803; in the data active means inhibition above about 36%;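 further: 0% = enzyme with DMSO and 100% = wells lacking enzyme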
Target sequence (Q92743 whole entry, looked up): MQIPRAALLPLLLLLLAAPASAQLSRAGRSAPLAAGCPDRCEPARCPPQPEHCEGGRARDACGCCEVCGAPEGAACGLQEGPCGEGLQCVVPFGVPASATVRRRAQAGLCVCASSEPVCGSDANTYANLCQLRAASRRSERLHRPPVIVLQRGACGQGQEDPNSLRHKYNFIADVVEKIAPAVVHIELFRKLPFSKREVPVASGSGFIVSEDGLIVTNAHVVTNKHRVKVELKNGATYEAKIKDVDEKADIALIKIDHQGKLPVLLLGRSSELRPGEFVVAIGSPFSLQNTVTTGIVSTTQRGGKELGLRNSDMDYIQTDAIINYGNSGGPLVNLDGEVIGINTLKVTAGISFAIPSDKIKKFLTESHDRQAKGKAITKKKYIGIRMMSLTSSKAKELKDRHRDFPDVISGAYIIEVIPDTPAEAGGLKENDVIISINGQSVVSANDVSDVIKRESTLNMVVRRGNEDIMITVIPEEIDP
PRMT1 FP inh: blocks human protein arginine methyltransferase 1 | AID 652257 | recombinant PRMT1, activity-based probe fluorescence polarization | Q99873 | hit rate 1.3% among 370,000 | inhibition, % at 2.79 µM;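 active means inhibition above about 21% made by adding two undisclosed values, limit read from the data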
MBD2 DNA inh: inhibitors of human MBD2 binding to methylated oligonucleotide | Q9UBB5 | TR-FRET | inhibition, % at 4.4 µM | hit rate 0.31% among 370,000; in the data active means inhibition above about 13%
NPR1 activator: GC-A (human) enzyme activation; P16066; HEK293 GC-A cells, cGMP TR-FRET, EC30 ANP; 0% at EC30 ANP, 100% saturating ANP; activation, % at 10 µM; hit rate 0.14% among 370,000; AID 1671463; in the data active means activation above about 40%
UHRF1 binding: blocks human UHRF1 binding to methylated DNA. UHRF1 binding to methylated oligo, TR-FRET. Q96T88. inhibition, % at 4.4 µM. hit rate 0.75% among 370,000. AID 687016; in the data active means inhibition above about 21%;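 further: UHRF1 SRA domain binding a hemimethylated CpG hairpin DNA probe; 0% = median of test compound wells and 100% = reference inhibitor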
The depositor's hits bear a star; nt = no result given.

SMILES	mABHD4 FP	rCAG RNA binder	SIAE primary	TCR-CD3 inh	NPR2 activator	HTRA1 inhibitor	PRMT1 FP inh	MBD2 DNA inh	NPR1 activator	UHRF1 binding
Cc1cccc(C)c1N1CCN(S(=O)(=O)N2CCOCC2)CC1	0	-9	4	0	5	0	-1	2	-2	0
Cc1ccc(S(=O)(=O)N2C[C@H]3C(=O)C[C@@H](c4ccc(Cl)cc4)N(S(=O)(=O)c4ccc(C)cc4)[C@H]3C[C@H]2c2cccc3ccccc23)cc1	-7	19	-37	8	2	nt	-2	-2	2	2
Cc1cc(NCCCCCCCNc2cc(C)nc3cc([N+](=O)[O-])ccc23)c2ccc([N+](=O)[O-])cc2n1	32*	18	4	-10	-2	8	-3	21*	4	30*
CCNc1nc(SCCOc2ccc(Br)cc2)nc(N(C)C)n1	4	-1	-4	6	3	-3	-3	0	2	-1
COc1ccc(S(=O)(=O)N2CCN(S(=O)(=O)c3ccc(C(F)(F)F)cc3)CC2)cc1C	-1	2	3	4	0	1	-1	-1	-8	-2
Cn1c(=O)c(=O)n(C)c2cc(S(=O)(=O)N3CCCC3C(=O)NCc3cccnc3)ccc21 (stereo not given)	4	1	8	-1	2	1	5	3	3	0
CCC(C)c1ccccc1NC(=O)c1[nH]c(C)c(C(C)=O)c1C (stereo not given)	-3	-2	-5	-5	2	-5	1	2	4	1
Cc1ccc(N2C(=O)c3cccc(Oc4ccc(Cl)cc4)c3C2=O)c(C)c1	-1	-3	-5	-4	0	-4	1	1	2	6
Cn1c2ccccc2c(=O)c2ccc(C#CC3(O)CCCCC3)cc21	-16	6	-10	5	9	-79	-2	1	11	1
COc1ccccc1NS(=O)(=O)c1ccc(C(=O)N2CCN(c3ccccc3)CC2)cc1	2	-2	-1	-2	1	-1	-1	1	-1	-2
Cc1cc(C(=O)CSc2nnc3c(Cl)cc(Cl)cn23)c(C)n1C	2	0	1	6	5	1	-1	0	0	-4
Cc1cccc(NC(=S)N/N=C/c2ccc(Cl)c([N+](=O)[O-])c2)c1	4	3	4	1	0	2	3	8	17	2
CC1=CC2=NC(=O)CC(C)(C(=O)N(CC(=O)NC3CCCC3)Cc3ccccc3)N2C=C1 (stereo not given)	-3	-2	-4	3	1	4	2	5	2	-2
COC(=O)[C@]1(CC(C)C)N[C@H](c2ccc(-c3ccc(Cl)c(Cl)c3)cc2)[C@@H]2C(=O)N(C)C(=O)[C@@H]21	7	1	-4	3	-1	-5	2	-3	0	0
CC(OC(=O)c1ccccc1Oc1ccccc1)C(=O)NC1CC1 (stereo not given)	-4	-4	3	-1	2	-3	-3	-2	-3	-1
Cc1ccc(C)c(NC(=O)c2ccc[n+](Cc3ccc([N+](=O)[O-])cc3)c2)c1	4	8	-5	-2	-1	2	-1	2	6	2
CC(C)NC(=O)Nc1ccc2c(c1)C(=O)N([C@H](C)CO)C[C@H](C)[C@@H](CN(C)C(=O)NC1CCCCC1)O2	-5	-6	-1	5	3	-3	-1	-7	2	-5
CC(C)(C)c1cc(NC(=O)c2ccco2)no1	-1	-2	1	3	0	4	-1	-3	1	-1
COc1ccc(CN=Nc2cc(C)nc(NS(=O)(=O)c3ccccc3Cl)n2)cc1	2	-5	2	3	4	nt	-5	-1	-6	-3
Cc1ccc2nsnc2c1NC(=O)CCl	-1	0	-1	3	0	0	6	4	1	3
O=C(/C=C/c1ccc(F)cc1)NCCNC(=O)/C=C/c1ccc(F)cc1	1	0	-7	3	-1	nt	-2	-2	-8	0
Cc1ccc(CN2CCN(/N=C/c3ccccc3)CC2)cc1	0	-7	-9	8	3	5	-2	3	7	-1
C[C@H](CO)N1C[C@H](C)[C@@H](CN(C)C(=O)Nc2ccccc2)Oc2c(NS(=O)(=O)c3cccs3)cccc2C1=O	-4	16	3	4	0	-4	0	4	4	2
COc1ccc(-c2oc(/N=C/N3CCCC3)c(C#N)c2-c2ccc(OC)cc2)cc1	3	1	6	-1	-1	2	-3	-2	-3	2
CC(=O)NC1CCCCN(C)C1=O (stereo not given)	7	2	0	-3	-3	nt	2	1	2	1

Looked up above.
Under HTRA1 inhibitor, COc1ccccc1NS(=O)(=O)c1ccc(C(=O)N2CCN(c3ccccc3)CC2)cc1 is entered as -1
Under rCAG RNA binder, CC(OC(=O)c1ccccc1Oc1ccccc1)C(=O)NC1CC1 (stereo not given) is entered as -4

(listing goes on)
SMILES	mABHD4 FP	rCAG RNA binder	SIAE primary	TCR-CD3 inh	NPR2 activator	HTRA1 inhibitor	PRMT1 FP inh	MBD2 DNA inh	NPR1 activator	UHRF1 binding
COc1cc(C(O)c2nc(/C=C/c3ccc(C(F)(F)F)cc3)cs2)ccc1F (stereo not given)	-38	6	-28	-4	8	nt	2	2	1	2
COc1cc(CNCCCN2CCOCC2)c(Br)cc1OCC(=O)Nc1ccccc1C	-5	-7	1	7	8	-5	0	-6	6	7
CCC1=NN(C(=O)c2ccccc2Br)C(O)(c2ccc(Br)cc2)C1 (stereo not given)	0	-1	3	7	4	1	-5	-9	-4	0
CC1CCC(C(O)(C(=O)O)C2CCCCC2)CC1C (stereo not given)	-1	5	1	-4	10	1	3	6	2	6
COc1ccc2[nH]c(C(=O)O)c(NC(=O)c3ccccc3[N+](=O)[O-])c2c1	-8	9	12	3	-1	-4	-1	-1	2	0
COc1ccc2c(C)c(C(=O)NCC(C)O)oc2c1OC (stereo not given)	8	-1	10	1	-1	11	-1	-1	4	2
COc1cccc(C(=O)NC2CCN(CC(=O)NCc3ccccc3OC)CC2)c1	-9	0	0	-1	2	1	4	2	2	5
CCn1cc(CN2CCN(C)C(CCO)C2)c2ccccc21 (stereo not given)	7	0	1	-2	0	3	3	-5	-2	0
COc1cccc(NC(=O)COc2ccc(C)cc2)c1	1	-2	2	11	1	5	-1	-9	-2	1
O=C(Nc1ccc([N+](=O)[O-])cn1)C1CCCCC1	9	1	-4	6	1	-1	-2	0	8	2
COc1cccc(NC(=O)C(c2ccccc2)N2CCN(c3ccccn3)CC2)c1 (stereo not given)	-4	-1	0	-2	-8	-17	9	0	-10	-2
COC(=O)c1c(NC(=O)c2ccccc2OC)sc(C(=O)N2CCOCC2)c1C	-4	21	3	5	-2	-1	-1	0	-2	1
CCOc1ccc(C(=O)NCc2ccco2)cc1Cl	0	-1	5	4	1	6	-7	-4	2	-1
COc1cccc(CC2(CO)CCCN(Cc3[nH]c4ccc(C)cc4c3C)C2)c1 (stereo not given)	10	4	4	-6	-3	-20	3	-3	1	3
COc1cccc(C(=O)O/N=C(\N)Cc2ccc(Cl)cc2)c1	0	-4	-2	2	3	0	-4	-5	-3	-1
Nc1nncn1C(=O)c1ccccc1Cl	-11	-1	-8	6	1	-3	2	-4	2	-1
CCn1ncc(C2=NOC(C(=O)NCC(C)C)C2)c1C (stereo not given)	-3	-3	-2	-5	-1	2	4	6	2	6
COc1ccc(/C=C2\CC3(OC(=O)c4cccc(F)c4)CCCN2C3)cc1 (stereo not given)	13	3	4	nt	-20	nt	7	7	-1	0
C=CCn1c(SCC(=O)Nc2c(C)n(C)n(-c3ccccc3)c2=O)nc2ccccc2c1=O	0	-1	-3	1	3	1	1	0	-3	-1
COc1ccc(CNS(=O)(=O)NCc2ccc(C)cc2)cc1	-13	1	-3	-2	2	-1	-3	-5	0	2
Cc1ccccc1C(=O)N1CCN(c2ccc([N+](=O)[O-])c(NCc3ccco3)c2)CC1	-2	-4	1	2	-3	-2	1	-11	2	1
O=C(/C=C/c1ccc(Cl)cc1)N1CCN(c2ccc([N+](=O)[O-])c(N3CCOCC3)c2)CC1	10	2	-3	-4	-5	0	2	-1	-33	3
COc1ccc(CNC(=O)CSc2nc3nc(C)cc(C)n3n2)cc1	-6	7	-2	4	2	-3	1	4	4	9
CC(C)C(C)(C#N)NC(=O)CSc1nncn1-c1ccccc1 (stereo not given)	1	0	7	-4	7	6	-5	-2	1	2
COc1cccc(NS(=O)(=O)c2cc(C)sc2C)c1	-9	-1	1	0	-17	-8	2	2	-19	2

With a hit mark in UHRF1 binding, among the entries above:
| molecule | SIAE primary | TCR-CD3 inh | NPR2 activator | HTRA1 inhibitor | PRMT1 FP inh | MBD2 DNA inh | NPR1 activator | UHRF1 binding |
| --- | --- | --- | --- | --- | --- | --- | --- | --- |
| Cc1cc(NCCCCCCCNc2cc(C)nc3cc([N+](=O)[O-])ccc23)c2ccc([N+](=O)[O-])cc2n1 | 4 | -10 | -2 | 8 | -3 | 21* | 4 | 30* |

(list continues)
SMILES	mABHD4 FP	rCAG RNA binder	SIAE primary	TCR-CD3 inh	NPR2 activator	HTRA1 inhibitor	PRMT1 FP inh	MBD2 DNA inh	NPR1 activator	UHRF1 binding
Cc1cc(C)c(OCC(=O)OCC(=O)NC2CCC(C)CC2)c(C)c1 (stereo not given)	-3	-11	-7	-2	0	-3	2	0	0	1
Cc1ccccc1C(=O)NC(NC(=S)Nc1ccc(S(N)(=O)=O)cc1)C(Cl)(Cl)Cl (stereo not given)	-2	16	-17	-5	-1	-24	-3	4	2	-4
COc1ccc(-c2cc(C(=O)NN=Cc3ccc(-c4ccccc4)cc3)[nH]n2)cc1	6	9	-7	nt	-1	nt	3	-4	-4	-2
COc1ccc(OC)c(NC(=O)COc2ccc(S(=O)(=O)N3CCCC3)cc2)c1	2	4	4	1	-2	0	1	0	-7	-1
C=C(C)CNC(=S)Nc1cccc(S(=O)(=O)NC2=NCCC2)c1	-1	-2	0	2	1	2	-11	-6	-1	0
Cc1ccc(CNCc2ccccc2Cl)cc1	6	1	7	-5	-9	0	-2	1	-1	0
Cc1ccc(C(=O)OCC(=O)NCc2ccc(Cl)cc2)s1	0	0	-3	4	-3	-7	0	2	2	2
O=C(Cc1ccc(S(=O)(=O)N2CCOCC2)s1)N1CCN(c2ccc(C(F)(F)F)cc2[N+](=O)[O-])CC1	-20	11	1	-5	4	-8	5	1	-2	4
CN(C)CCNC(=O)NC(=O)c1ccc(Cl)cc1	-5	-1	-7	-1	-3	9	0	1	4	4
COc1cc(C(=O)OCC(=O)NC2CC2)cc(OC)c1OC	5	-1	1	-1	-3	5	4	7	-3	-1
COc1cc(CN2CCCCCC2)cc(OC)c1O	9	2	3	2	-1	0	4	-3	2	0
COc1ccc(C2CC(c3ccccc3)=NN2C(=O)COC(=O)c2nc3nccc(C)n3n2)cc1 (stereo not given)	0	-2	-5	5	10	0	1	3	32	-2
CCCC(C(=O)NCC1CCCO1)N(Cc1ccco1)C(=O)CNS(=O)(=O)c1ccc(F)cc1 (stereo not given)	-8	-10	-1	3	1	1	0	0	1	2
N#CC1(NC(=O)COc2ccc(S(=O)(=O)N3CCCC3)cc2[N+](=O)[O-])CCCCC1	4	-1	4	2	-6	0	5	-1	-5	1
Cc1ccc([N+](=O)[O-])cc1S(=O)(=O)N(C(=O)c1ccncc1)c1ccc2oc3c(c2c1)CCCC3	-27	12	-12	4	-1	-53	1	-4	-2	0
Cc1ccc(C(C)(C)NC(=O)C2CCC(=O)N(Cc3ccccc3F)C2)cc1 (stereo not given)	-5	-8	-3	0	3	-1	2	1	6	2
CSc1ccc(C2C(C#N)=C(N)N(c3ccccc3)C3=C2C(=O)CCC3)cc1 (stereo not given)	7	-2	9	2	2	23	4	4	-5	0
COc1cc(/C=N/N(C)S(=O)(=O)c2ccc(C)cc2)cc([N+](=O)[O-])c1O	18	15	-20	3	1	9	6	-10	-2	-3
O=[N+]([O-])c1cccc(-c2ccc(C(=S)N3CCN(c4ccccc4)CC3)o2)c1	3	2	4	8	0	nt	0	0	1	-2

Bioassay records deposited in PubChem BioAssay by several laboratories.

The list is partial; rates above refer to the full screens.
